SMN2 splice enh = SMN2 splice variant enhancement; Potency, µM (titrated, usually from 46.1 µM), without a hit: top-dose activity change, positive = activation, actives largely listed as activators; HEK293 SMN2-luciferase splicing reporter, luminescence, 30-36 h; hit rate 2.8% among 210,000; also: potency is read from the fitted curve at half-maximal effect; % of control where 0% means no effect; nearly all actives have a fitted effect of over 55% in size
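HEK293 cells carry an SMN2 […]–luciferase reporter in which exon 7 inclusion puts luciferase in frame. Cells were plated 10-12 h before compound addition, then incubated 30-36 h at 37C. ONE-Glo luminescence was read; sodium butyrate at 4.5 mM final served as control.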
CBFb-RUNX1 inh = CBF-beta/RUNX1 interaction disruption; AlphaScreen CBFb-His/RUNX1-biotin binding, biochemical; Potency, µM (highest dose often 59.8 µM), without a hit: at the highest dose activity, negative = inhibition, hits mostly inhibitors; 230,000 tested, under 10 active; also: % of control where 0% means no effect
Target sequence (Q01196 whole entry, looked up): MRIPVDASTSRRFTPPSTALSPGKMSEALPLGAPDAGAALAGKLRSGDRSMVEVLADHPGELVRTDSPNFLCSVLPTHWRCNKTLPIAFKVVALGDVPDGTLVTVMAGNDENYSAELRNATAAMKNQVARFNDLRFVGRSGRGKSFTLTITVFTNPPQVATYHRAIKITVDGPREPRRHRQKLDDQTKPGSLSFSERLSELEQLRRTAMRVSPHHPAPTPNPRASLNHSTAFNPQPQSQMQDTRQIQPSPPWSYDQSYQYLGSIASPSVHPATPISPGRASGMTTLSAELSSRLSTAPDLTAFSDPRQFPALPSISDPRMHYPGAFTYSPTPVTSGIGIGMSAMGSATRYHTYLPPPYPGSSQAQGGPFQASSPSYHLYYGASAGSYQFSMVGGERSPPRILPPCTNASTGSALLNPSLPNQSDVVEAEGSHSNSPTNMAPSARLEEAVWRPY
Target sequence (Q13951 whole entry, looked up): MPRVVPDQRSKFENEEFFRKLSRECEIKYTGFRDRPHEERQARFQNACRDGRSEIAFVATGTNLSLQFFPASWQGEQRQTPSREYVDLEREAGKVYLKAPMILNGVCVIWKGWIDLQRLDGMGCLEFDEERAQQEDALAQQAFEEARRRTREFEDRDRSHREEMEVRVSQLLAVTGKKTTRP
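Read-out: AlphaScreen. Format: His-CBF-beta with biotinylated RUNX1 (30 nM each) preincubated 20 min, compound 15 min, Ni-chelate plus streptavidin beads 90 min; room temperature throughout.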
KinaseGlo FLuc = Kinase-Glo luciferase inhibition (counter-screen); Kinase-Glo luciferase, ATP luminescence, 8 min; Potency, µM (top dose mostly 38.3 µM), for inactives: top-dose activity change, negative = inhibition, actives largely listed as inhibitors; hit rate 0.28% among 200,000; also: potency is read from the fitted curve at half-maximal effect; % is scaled to controls: 0 for no effect and ±100 for the full control effect; nearly all actives have a fitted effect of over 60% in size
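Luminescence was the read-out, taken after 8-minute incubation at ambient temperature. Luciferase turned over luciferin with 10 uM ATP in imidazole pH 7.2 buffer containing KCl, MgCl2, Tween 20 and BSA.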
HttQ103 aggreg = reduces HttQ103-GFP aggregates in PC12 cells. PC12 HttQ103-GFP aggregates, Acumen cytometry, 40 h. hit rate 1.1% among 220,000. Potency, µM (highest dose often 46.1 µM), for the others: at the highest dose activity change, negative = inhibition, actives largely listed as inhibitors; also: potency is read from the fitted curve at half-maximal effect; % is scaled to controls: 0 for no effect and ±100 for the full control effect; nearly all actives have a fitted effect of over 60% in size
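Using laser scanning cytometry, GFP-positive aggregates were counted after lysis of PC12 cells induced with 100 nM tebufenozide to express HTT exon 1 Q103–GFP. Compounds were tested in titration.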
LMNA splice mod = modulators of lamin A splicing; Potency, µM (series often up to 46.1 µM), for the others: at the highest dose ratio change, negative = inhibition, most hits filed as inhibitors; AID 1487; hit rate 0.01% among 200,000; HeLa LMNA splicing GFP/RFP minigene ratio, 48 h; active = well fitted inhibition curve with a large enough effect in the signal ratio, with a control signal flat, not every such curve was filed as active; inconclusive = small, poorly fitted or top-dose-only effect, or effect the other way, or a change in a side signal; the % refers to the signal ratio; also: potency is read from the fitted curve at half-maximal effect; % is scaled to controls: 0 for no effect and ±100 for the full control effect
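S3 HeLa stable clones carrying a lamin A-EGFP splicing minigene plus DsRed2 were seeded at 600 cells/well in Opti-MEM with 2% FBS, pin-dosed and incubated 48 h at 37°C. Acumen cytometry (488 nm) gave the GFP/RFP total-intensity ratio.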
HTT ATP protect = protects HTT-Q103 PC12 cells, measured by ATP. Potency, µM (highest dose often 56.4 µM), inactives show cytoprotection (ATP increase), hits mostly activators. AID 1471. hit rate 0.14% among 230,000. PC12 HTT-Q103 induced, cytoprotection, ATP luminescence, 40 h;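 also: potency is read from the fitted curve at half-maximal effect; % of control where 0% means no effect; nearly all actives have a fitted effect of over 45% in size; toxic huntingtin expression switched on by the ecdysone agonist tebufenozide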
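Compounds added alongside 100 nM tebufenozide, which induces toxic Q103 huntingtin exon 1-GFP in stable PC12 cells; surviving cells quantified by luminescent ATP measurement. Medium: phenol red-free DMEM, 5% equine and 5% calf serum.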
IMPase Li cell = membrane-permeable IMPase blocker, potentiated with lithium | CHO-M1 cells, IP1 TR-FRET (IP-One), carbachol + lithium | Potency, µM (top dose mostly 59.4 µM), for the others: at the top dose activity, negative = IMPase inhibition, most hits filed as inhibitors | hit rate 0.35% among 210,000;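 also: IP1 builds up when IMPase is blocked and the TR-FRET signal falls; potency is read from the fitted curve at half-maximal effect; plate controls were basal vehicle for no effect and high inhibitor control for full effect; nearly all actives have a fitted effect of over 50% in size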
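CHO-M1, 2000 cells/well, 16–30 h culture; cpd + low Li+, 30 min 37C; lysis with d2-IP1/Eu-anti-IP1 Ab, 10 min RT; TR-FRET 665/620 ratio and 620 channel; AC50 via Hill.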
An asterisk follows results filed as active; ? = inconclusive; . = no result given; [ ] = dose if it differs, or a comment. Unless noted, calls follow the shape of the dose curve; as a rule, active = well fitted curve in the direction sought with a large enough effect; inconclusive = small, poorly fitted or top-dose-only effect, or another doubt; inactive = no such curve, though single readings can be large; an effect the other way counts as inactive or inconclusive.

A first look, 10 compounds:
| item | structure | HttQ103 aggreg | HTT ATP protect | CBFb-RUNX1 inh | IMPase Li cell | LMNA splice mod | KinaseGlo FLuc | SMN2 splice enh |
| --- | --- | --- | --- | --- | --- | --- | --- | --- |
| 1 | O=C(/C=C/c1ccccc1)N1CCN(c2cccc(Cl)n2)CC1 | 7% | -30% | 4% | 20%[38.3 µM] | 0% | 3% | 0% |
| 2 | CCN(CC)C(=O)C(=O)N/N=C/c1ccc(Br)cc1 | ? | 9%[10 µM] | -2% | -1% | -8% | 2% | 6% |
| 3 | O=C(CSc1nc(-c2ccco2)cc(C(F)(F)F)n1)NCCN1CCOCC1 | 13%[9.22 µM] | 13%[10 µM] | 5% | -4% | 4%[46 µM] | -5% | . |
| 4 | CCCC[C@@H]1CNC(=S)N1CC1CCCCC1 | 12%[9.22 µM] | 21%[10 µM] | 8% | . | . | . | . |
| 5 | Cn1c(SCC(=O)NC(C)(C)C)nnc1-c1cccc(NC(=O)c2ccccc2F)c1 | 4% | -20% | 4% | 20%[38.3 µM] | 8% | 1% | -9% |
| 6 | COc1ncc2nc(C)c(=O)n(CCc3ccccc3)c2n1 | . | -9% | . | 6% | -23% | . | . |
| 7 | Cn1c(=O)c2c(nc(NN=C3CCCC3)n2C)n(C)c1=O | -14%[9.22 µM] | 3%[10 µM] | -7% | . | . | . | . |
| 8 | COc1cccc(/C(O)=C2\C(=O)C(=O)N(c3ccccn3)C2c2cccc(OC)c2OC)c1 (stereo not given) | 24% | -2% | 2% | -23%[38.3 µM] | 16% | -5% | -5% |
| 9 | O=C(CSc1n[nH]c(=O)[nH]c1=O)N/N=C/C=C\c1ccccc1 | 6% | -42%[inhibitor] | 19% | 12% | . | -4% | -4% |
| 10 | O=C(Nc1ccccc1)N1CCC2(CC1)CCN(S(=O)(=O)c1ccccc1)CC2 | . | -40%[inhibitor] | . | -5% | . | -2% | -7% |

Results, repeating the preview:
| item | structure | HttQ103 aggreg | HTT ATP protect | CBFb-RUNX1 inh | IMPase Li cell | LMNA splice mod | KinaseGlo FLuc | SMN2 splice enh |
| --- | --- | --- | --- | --- | --- | --- | --- | --- |
| 1 | O=C(/C=C/c1ccccc1)N1CCN(c2cccc(Cl)n2)CC1 | 7% | -30% | 4% | 20%[38.3 µM] | 0% | 3% | 0% |
| 2 | CCN(CC)C(=O)C(=O)N/N=C/c1ccc(Br)cc1 | ? | 9%[10 µM] | -2% | -1% | -8% | 2% | 6% |
| 3 | O=C(CSc1nc(-c2ccco2)cc(C(F)(F)F)n1)NCCN1CCOCC1 | 13%[9.22 µM] | 13%[10 µM] | 5% | -4% | 4%[46 µM] | -5% | . |
| 4 | CCCC[C@@H]1CNC(=S)N1CC1CCCCC1 | 12%[9.22 µM] | 21%[10 µM] | 8% | . | . | . | . |
| 5 | Cn1c(SCC(=O)NC(C)(C)C)nnc1-c1cccc(NC(=O)c2ccccc2F)c1 | 4% | -20% | 4% | 20%[38.3 µM] | 8% | 1% | -9% |
| 6 | COc1ncc2nc(C)c(=O)n(CCc3ccccc3)c2n1 | . | -9% | . | 6% | -23% | . | . |
| 7 | Cn1c(=O)c2c(nc(NN=C3CCCC3)n2C)n(C)c1=O | -14%[9.22 µM] | 3%[10 µM] | -7% | . | . | . | . |
| 8 | COc1cccc(/C(O)=C2\C(=O)C(=O)N(c3ccccn3)C2c2cccc(OC)c2OC)c1 (stereo not given) | 24% | -2% | 2% | -23%[38.3 µM] | 16% | -5% | -5% |
| 9 | O=C(CSc1n[nH]c(=O)[nH]c1=O)N/N=C/C=C\c1ccccc1 | 6% | -42%[inhibitor] | 19% | 12% | . | -4% | -4% |
| 10 | O=C(Nc1ccccc1)N1CCC2(CC1)CCN(S(=O)(=O)c1ccccc1)CC2 | . | -40%[inhibitor] | . | -5% | . | -2% | -7% |
| 11 | CN1CCc2c(sc3c2C(=O)NC(c2ccc(-c4ccc(Cl)cc4)o2)N3)C1 (stereo not given) | 7%[9.22 µM] | 7%[10 µM] | -25% | . | . | . | . |
| 12 | COC(=O)CSc1nnc(C)c(=O)[nH]1 | -4% | -1% | 6% | 16%[38.3 µM] | 7% | -1% | ? |
| 13 | NC(=O)c1ccc(-n2nnnc2Oc2ccccc2)cc1 | 15% | 1% | 2% | 11%[38.3 µM] | -8% | -1% | 0% |
| 14 | O=C(Nc1nc2n(n1)C(c1ccccc1)CC(c1ccc(Cl)cc1)N2)c1ccco1 (stereo not given) | ? | -11%[0.074 µM] | -5% | 10%[38.3 µM] | 7% | -5% | -4% |
| 15 | S=c1[nH]nc2nnc3ccccc3n12 | -18%[9.22 µM] | -1%[10 µM] | 6% | . | . | . | . |
| 16 | Cc1cc(Br)ccc1SCC(=O)OCC(=O)NCc1ccco1 | 10%[9.22 µM] | -4%[10 µM] | ? | . | 14%[46 µM] | . | . |
| 17 | Cc1nc2cc(F)ccc2n1C1CCN(C(=O)c2ccc(F)cc2F)CC1 | -31% | 29% | 3% | -6% | 2%[46 µM] | -1% | -72%[inhibitor] |
| 18 | CCOc1ccc(N(C(=O)Cn2nnc3ccccc32)C(C(=O)NC(C)(C)CC)c2cccn2C)cc1 (stereo not given) | -6% | 25%[10 µM] | -15% | 0% | -9% | 2% | 6% |
| 19 | Cc1ccc(CN2CC34C=CC(O3)C(C(=O)NCc3ccc5c(c3)OCO5)C4C2=O)cc1 (stereo not given) | -9% | -21% | -2% | -9%[38.3 µM] | 24% | -3% | -30%[inhibitor] |
| 20 | COc1cc(C(=O)OCC(=O)N(C)Cc2ccccc2)cc(OC)c1OC | 9% | -3%[10 µM] | 0% | 7% | -10% | 3% | 6% |
| 21 | C=CCCCCCCCCC(=O)NNC1CC(=O)N(c2ccccc2)C1=O (stereo not given) | 9%[9.22 µM] | -9%[10 µM] | -1% | . | . | . | . |
| 22 | CC#C[C@@]1(O)CC[C@H]2[C@@H]3CCC4=CC(=O)CCC4=C3[C@H](c3ccc(N(C)C)cc3)C[C@]21C | . | -27%[17.1 µM] | -9%[21.7 µM] | 17% | ? | 0%[17.1 µM] | -22%[20.6 µM] |
| 23 | COc1ccc(CNC(=O)C/C(C)=N/NC(=O)COc2ccc(Br)cc2)cc1 | -7%[9.22 µM] | -20%[10 µM] | 2% | 2% | . | 6% | 0% |
| 24 | O=C(O)CSC12CC3CC(C1)CC(C(=O)O)(C3)C2 | -2% | -23% | -2% | 0%[38.3 µM] | 3% | -1% | -7% |
| 25 | C/C=C\C=C/C(=O)Nc1cccc(C2=NOC3(C2)C[C@H](C(N)=O)N(C(=O)Cc2ccc([N+](=O)[O-])cc2)C3)c1 (stereo not given in full) | 1%[9.22 µM] | 9%[10 µM] | -15% | . | . | . | . |
| 26 | CCC(C)NC(=O)Nc1ccc(F)c(Cl)c1 (stereo not given) | -10% | -7%[10 µM] | 2% | 1% | . | -1% | 5% |
| 27 | Cc1csc(NC(=O)CSCC(=O)O)c1-c1nc2ccccc2s1 | 13%[9.22 µM] | -5%[10 µM] | 28% | . | . | . | . |
| 28 | CC1(C(=O)Nc2cccc(C(F)(F)F)c2)CO1 (stereo not given) | 11% | 9%[10 µM] | 15% | -7% | ? | 0% | -21% |
| 29 | S=C(Nc1ccc2nsnc2c1)N1CCCCCC1 | -6%[9.22 µM] | 10%[10 µM] | 7% | -2% | ? | -2% | . |
| 30 | Oc1ccc(/C=N/Nc2nccnc2Cl)cc1 | 15% | -23% | 7% | 37%[38.3 µM] | -17% | 3.5µM* | ? |
| 31 | COc1cc(S(=O)(=O)Nc2ccccc2)ccc1N=Cc1c(C)[nH]n(-c2ccc(C)cc2)c1=O | -4% | 6%[10 µM] | ? | -5% | -23% | -15% | ? |
| 32 | O=C(Nc1cccc2ccccc12)c1cnccn1 | 4% | -30% | 6% | 21%[38.3 µM] | 4% | -1% | ? |
| 33 | Cc1ccc(/C=C(\NC(=O)c2ccccc2)C(=O)N2CCCC2C(=O)O)cc1 (stereo not given) | -1% | . | 14% | -6% | 7%[46 µM] | -2% | 5% |
| 34 | Cc1ccc(C(=O)N[C@H](C(=O)Nc2cc(Cl)cc(Cl)c2)C(C)C)cc1 | -16% | -2%[10 µM] | 1% | 8% | -6% | 3% | 7% |
| 35 | O=C(Cc1ccccc1)Nc1ccccc1Sc1ccccc1 | 11% | -12%[10 µM] | -20% | 14% | ? | -3% | 3% |
| 36 | Nc1nnc(SCC(=O)NC2CCCc3ccccc32)s1 (stereo not given) | -2%[9.22 µM] | 0%[10 µM] | 18% | . | 3%[46 µM] | . | . |
| 37 | COc1ccc(N(CC(=O)N2CCc3ccccc3C2)S(=O)(=O)c2ccccc2)cc1 | 0%[9.22 µM] | 9%[10 µM] | 1% | 23% | ? | 0% | -16% |
| 38 | Cc1cc(C)n(CC(O)COCc2ccco2)n1 (stereo not given) | -9% | 7% | 1% | -5%[38.3 µM] | 0% | 0% | -11% |
| 39 | CCOC(=O)c1cnc(SCc2ccccc2)nc1N | -20% | -15% | 14% | 37%[activator][38.3 µM] | 3% | -1% | 5.6µM* |
| 40 | C/C(CC(=O)NC(C)(C)C)=N\NC(=O)c1ccco1 | -15% | . | 0% | -10% | -2% | -6% | 7% |
| 41 | COc1ccc(C2N(c3ccc(Cl)cc3)N=C(C(C)=O)N(C)N2C(C)=O)cc1 (stereo not given) | -31% | ? | -13% | 13% | . | -2% | -18% |
| 42 | COc1ccc(S(=O)(=O)N2CCN(c3cccc(C)c3C)CC2)cc1 | ? | 6% | 11% | 14%[38.3 µM] | -11% | 2% | -23% |
| 43 | CCc1ccc(NC(=O)CSc2nc(CSc3ccc(C)cc3)cc(=O)[nH]2)cc1 | -18%[9.22 µM] | -15%[10 µM] | 0% | . | . | . | . |
| 44 | COc1ccc(S(=O)(=O)N2CCOCC2)cc1NC(=O)c1ccccc1-c1ccc(C(F)(F)F)cc1 | -3% | 18%[10 µM] | 6% | -1% | 2% | 0% | -15% |
| 45 | Cc1ccccc1NC(=O)Cn1c(C)nc2ccc(N)cc2c1=O | 7% | -4%[10 µM] | -5% | 4%[38.3 µM] | 3% | -4% | -3% |
| 46 | O=C1CC(Nc2ccc3ccccc3c2)C(=O)N1Cc1ccccc1 (stereo not given) | 12% | -10% | -8% | 20%[38.3 µM] | ? | 0% | -43%[inhibitor] |
| 47 | CCC(C)(C)c1ccc(Oc2ccc(N)cc2)cc1 | 9% | -47%[inhibitor] | -13% | 7% | . | 5% | -19% |
| 48 | CCN1CCC2(CCN(Cc3cn[nH]c3-c3ccc(OC)c(F)c3)C2)C1 (stereo not given) | 4% | -29% | 9% | 4% | . | 2% | . |
